TRPC6 activator – activates the mouse TRPC6 cation channel. HEK293-TRPC6 membrane potential dye fluorescence; active compounds read high. B-score at 10 µM. actives 0.13% (n = 310,000);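 active means B-score of the integrated fluorescence ratio above library mean plus 3 SD, and starting fluorescence ratio within library mean plus 5 SD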;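 further: higher score means more depolarization so channel activation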
MrgX1 agonist – human MrgX1 receptor agonism, primary screen. Q96LB2. MrgX1-HEK293 cells, Fluo-4 calcium fluorescence, agonist mode; active compounds read high. B-score at 10 µM. actives 0.44% (n = 310,000);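 active means calcium response B-score plate-corrected fluorescence ratio at least 3 library SD, with starting fluorescence B-score inside 5 SD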
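Material: MrgX1-expressing HEK293 cells; input: 15,000 cells per well; doses: test compound given as first of three sequential additions; schedule: overnight plating before 1 h dye loading; technique: Fluo-4 NW calcium-flux fluorescence, kinetic read; evaluation: baseline-normalised fluorescence change ratio, B-scored; control set: plate-wise positive and negative controls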
MrgX1 PAM – allosterically activates human MrgX1 receptor signaling. MrgX1-HEK293, Fluo-4 calcium flux, FDSS; active compounds read high. B-score at 10 µM. actives 0.63% (n = 310,000). AID 588675;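 active means plate-corrected calcium response at least 3 library SD above typical, normal starting fluorescence, not activating the receptor alone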;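 further: compound read alongside a low EC10 to EC30 dose of BAM8-22 agonist; peak minus trough fluorescence over baseline measured at the second addition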
MrgX1 antagonist – human MrgX1 receptor antagonism, primary screen; MRGX1-HEK293 calcium flux, Fluo-4, BAM8-22 antagonism; active compounds read low; B-score at 10 µM; actives 1.3% (n = 310,000);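 active means calcium-response B-score plate-corrected more than 3 library SD below zero, starting fluorescence within 5 deviations, no agonist response on first addition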;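 further: peak minus trough fluorescence over baseline after final BAM8-22 challenge near maximal dose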
TRPC6 inhibitor – blocks the mouse TRPC6 cation channel; HEK293-TRPC6, membrane potential dye, ACh-evoked depolarization; active compounds read low; B-score at 10 µM; actives 1.1% (n = 310,000); AID 2553;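 active means B-score under library mean minus 3 SD, initial fluorescence not abnormally high, positive integrated signal ratio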;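 further: B-score derived from integrated fluorescence ratio over the kinetic read; more negative B-score means stronger inhibition of depolarization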
TRPC4 block – inhibitors of mouse TRPC4 channel; Q9QUQ5; HEK293 TRPC4beta/mu-opioid, DAMGO-evoked Fluo4 calcium flux; active compounds read low; B-score at 10 µM; actives 0.39% (n = 300,000);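 active means B-score over 3 SD under the library average, no early fluorescence shift, positive overall ratio signal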
Target sequence (Q9QUQ5 whole entry, looked up): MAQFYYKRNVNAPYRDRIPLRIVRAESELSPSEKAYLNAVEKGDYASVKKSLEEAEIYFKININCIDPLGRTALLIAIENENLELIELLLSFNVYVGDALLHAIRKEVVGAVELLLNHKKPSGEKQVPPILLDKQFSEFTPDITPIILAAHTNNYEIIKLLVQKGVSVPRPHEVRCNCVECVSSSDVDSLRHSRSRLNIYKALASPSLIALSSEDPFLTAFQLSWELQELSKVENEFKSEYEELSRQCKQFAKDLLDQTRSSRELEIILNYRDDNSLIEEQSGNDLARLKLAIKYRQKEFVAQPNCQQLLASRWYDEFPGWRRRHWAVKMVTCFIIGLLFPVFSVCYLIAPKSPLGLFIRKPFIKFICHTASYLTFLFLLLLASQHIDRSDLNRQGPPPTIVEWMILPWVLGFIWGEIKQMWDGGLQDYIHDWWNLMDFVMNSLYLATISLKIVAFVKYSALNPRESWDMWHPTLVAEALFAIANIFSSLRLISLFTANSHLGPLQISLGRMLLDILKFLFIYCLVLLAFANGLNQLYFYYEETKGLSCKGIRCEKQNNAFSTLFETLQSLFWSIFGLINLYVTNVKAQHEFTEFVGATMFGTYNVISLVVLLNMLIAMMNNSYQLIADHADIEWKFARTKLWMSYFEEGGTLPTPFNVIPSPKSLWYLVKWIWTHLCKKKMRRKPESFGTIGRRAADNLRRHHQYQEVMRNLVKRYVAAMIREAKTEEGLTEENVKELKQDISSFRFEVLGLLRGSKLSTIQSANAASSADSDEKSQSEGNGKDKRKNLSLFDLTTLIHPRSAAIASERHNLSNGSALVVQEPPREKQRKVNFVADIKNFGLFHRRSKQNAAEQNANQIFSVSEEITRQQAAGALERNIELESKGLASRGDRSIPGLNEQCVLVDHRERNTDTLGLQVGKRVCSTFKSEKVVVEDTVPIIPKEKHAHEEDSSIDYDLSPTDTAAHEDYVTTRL
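System: stable TRPC4beta/mu-opioid receptor HEK293 cells; Dosing: single-point compound dosing; Measured by: Fluo4 Ca2+ flux fluorescence; Read-out basis: per-well B score of integrated baseline-normalized Fluo4 ratio.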
PolyA inh – inhibitors of polyadenylation in S. cerevisiae | S. cerevisiae SKY197-pL101 polyadenylation reporter, beta-gal luminescence; efflux-impaired pdr1/pdr3 knockout yeast; score 100 = 6 SD above DMSO | actives 0.02% (n = 300,000) | calls only at 12 µM | AID 1875;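 active means lowest replicate activity score at least 50, where 100 means six control SD above control mean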;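 further: yeast exposed to compound for 9 h at 30 °C; higher score means more reporter readthrough which indicates perturbed polyadenylation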
AI-2 QS mod – modulators of Vibrio harveyi AI-2 quorum sensing system. Vibrio harveyi JMH597 AI-2 luminescence/OD600 ratio, 9 h; active compounds read low; strain lacks LuxN and CqsS sensors; 0 = neutral-control median. actives 0.4% (n = 300,000). activity change, % at 7.5 µM. AID 2094; in the data active means activity change below about -75%, passing the limit was not always enough;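 further: luminescence divided by OD600 gain over 9 h not by final OD600 alone; inactives centre near 13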
TRPC4 agonist – TRPC4 (mouse) channel activation; HEK293 TRPC4beta/mu-opioid, Fluo4 calcium fluorescence; active compounds read high; actives 0.49% (n = 310,000); Q9QUQ5; AID 2237; B-score at 10 µM;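 active means B-score above 5 SD of library B-scores, and initial fluorescence ratio not above library mean plus 5 SD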;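 further: positive B-score marks a calcium rise read as TRPC4 activation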
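system = HEK293 cells stably co-expressing mouse TRPC4beta and mu-opioid receptor | schedule = Fluo4 dye loading 45 min at room temperature, 110 s recording | measure = B-scored integrated calcium fluorescence ratio | signal = Fluo4 calcium-sensitive dye fluorescence, kinetic, 1 Hz baseline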
HIF act – HIF pathway transcriptional activation; activation, % at 7.5 µM (by protocol); AID 1910; actives 0.32% (n = 300,000); U2OS HRE-luciferase reporter, luminescence; normalized: DMSO 0%, desferrioxamine 100%;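 active means mean activation of at least 10% of the iron chelator positive control signal, with at least half of replicates also reaching 10%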
TRPC4 PAM – allosteric potentiators of mouse TRPC4 channel; B-score at 10 µM; Q9QUQ5; HEK293 TRPC4beta/mu-opioid, DAMGO EC20, Fluo-4 Ca2+ flux; active compounds read high; actives 0.42% (n = 310,000);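 active means B-score of calcium response area above 5 SD of library B-scores, with initial fluorescence ratio within 5 SD of library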;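 further: B-score of integrated fluorescence ratio over time as area under calcium response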
Numbers without * were called inactive; i = inactive; / = not tested or not shown. Not all compounds are listed. The share of hits here may be higher or lower than overall.

cpd	molecule	TRPC6 activator	MrgX1 agonist	MrgX1 PAM	MrgX1 antagonist	TRPC6 inhibitor	TRPC4 block	PolyA inh	AI-2 QS mod	TRPC4 agonist	HIF act	TRPC4 PAM
1	CN(C)/C=C/C(=O)c1ccc(OCCN(C)c2ccccn2)cc1	i	i	i	i	-6.7*	i	i	17	i	1.0	i
2	COc1cccc(C(=O)C2CCCN(C/C=C/c3ccccc3OC)C2)c1 (stereo not given)	i	i	i	i	i	i	i	33	i	0.4	i
3	Cc1cc2oc(C(=O)NCc3ccncc3)c(C)c2cc1C	i	i	i	i	i	i	i	17	i	-0.1	i
4	C=CCn1c(O)c(N=NC(=O)c2ccccc2NS(=O)(=O)c2cccs2)c2ccccc21	i	i	i	i	i	i	i	50	i	-0.3	i
5	COc1ccccc1N1C(=O)c2ccccc2NC1c1ccc(O)cc1 (stereo not given)	i	i	i	i	i	i	i	12	i	-4.9	i
6	Cc1ccccc1-n1c(C)nc2ccccc21	i	i	i	i	i	i	i	2	i	-0.4	i
7	CSc1nc(=S)c2[nH]c(=S)[nH]c2[nH]1	i	i	i	i	i	i	i	19	i	-1.3	i
8	COc1ccc(C2CC(c3ccccc3)=NN2c2ccccc2)c(C(=O)O)c1OC (stereo not given)	i	i	i	i	i	i	i	-6	i	-0.7	i
9	CCC(=O)Nc1cccc(NC(=O)c2ccc(C)c([N+](=O)[O-])c2)c1	i	i	i	i	i	i	i	12	i	1.1	i
10	Cc1ccccc1NS(=O)(=O)c1cc(C(N)=O)ccc1C	i	i	i	i	i	i	i	1	i	0.0	i
11	CCC(C)(C)NC(=O)C(c1ccc(F)cc1)N(Cc1ccccc1)C(=O)c1cnccn1 (stereo not given)	i	i	i	i	i	i	i	-1	i	-0.2	i
12	COc1ccc2[nH]c(C)cc(=O)c2c1	i	i	i	i	i	i	i	10	i	-0.1	i
13	CC(=O)N[C@@H](C)c1nc2ccccc2n1CCNC(=O)[C@H]1CCCN1c1nc(CN2CCCCC2)cs1	i	i	i	i	i	i	i	7	i	-0.2	i
14	O=C(CSc1nnc2c(n1)[nH]c1ccccc12)N1CCCCC1	i	i	i	i	i	i	i	28	i	0.2	i
15	CCOCc1nc(C)c(Cl)c(NS(=O)(=O)c2ccc(N)cc2)n1	i	i	i	i	i	i	i	32	i	-2.6	i
16	CCN(CC)S(=O)(=O)c1ccc(Cl)c(OC)c1	i	i	i	i	i	i	i	11	i	0.0	i
17	CNC(=O)CSCCn1c(SCC(=O)NC)nc2ccccc2c1=O	i	i	i	i	i	i	i	-1	i	0.8	i
18	S=C(Nc1ccc2c(c1)OCO2)Nc1ccccc1Cl	i	i	i	i	i	i	i	17	i	2.1	i
19	CC(C)(C)SCCNC(=O)c1ccc(Cl)c([N+](=O)[O-])c1	i	i	i	i	i	i	i	8	i	0.7	i
20	COc1ccccc1CN1CC(C(=O)NC2CCOCC2)CCC1=O (stereo not given)	i	i	i	i	i	i	i	26	i	0.0	i
21	N#C/C(=C\c1ccc(F)cc1)c1n[nH]c(Cn2cncn2)n1	i	i	i	i	i	i	i	16	i	0.2	i
22	CC(C)CCOc1ccc(C2CC(=O)N(C)C2=O)cc1 (stereo not given)	i	i	i	i	i	i	i	-26	i	2.0	i
23	Cc1cc(C)n2cc(COc3ccccc3)nc2n1	i	i	i	i	i	i	i	10	i	0.0	i
24	CC(C)c1cc(NCC2CCCO2)n2c(nc3ccccc32)c1C#N (stereo not given)	i	i	i	i	i	i	i	46	i	-0.5	i
25	COc1c(C)cc(Br)cc1C(=O)NC(=S)NCc1ccco1	i	i	i	i	i	i	i	-2	i	-0.4	i
26	CCOc1ccc(C(=O)NCC(=O)OCCCOC(=O)CNC(=O)c2ccc(OCC)cc2)cc1	i	i	i	i	i	i	i	-7	i	0.6	i
27	O=C(COc1cc2oc(=O)c3c(c2cc1Cl)CCC3)NCC(O)c1ccccc1 (stereo not given)	i	i	i	i	i	i	i	-7	i	0.0	i
28	CCc1cc(C(=O)c2ccccc2OC)c(N)s1	i	i	i	i	i	i	i	14	i	/	i
29	Clc1ccc(/C=N/Nc2ncnc3nc[nH]c23)cc1	i	i	i	i	i	i	i	4	i	2.5	i
30	Cc1cc(S(=O)(=O)NCCCN2CCOCC2)c(Cl)cc1Cl	i	i	i	i	i	i	i	18	i	0.2	i
31	COC(=O)c1ccc(OCCOc2ccccc2C)cc1	i	i	i	i	i	i	i	11	i	-0.7	i
32	CCCCn1c(SCN2C(=O)c3ccccc3C2=O)nc2cc(S(N)(=O)=O)ccc21	i	/	/	/	i	i	i	20	i	-0.1	i
33	O=C(CN(Cc1ccccc1)C(=O)CCC(=O)Nc1nccs1)NCc1ccc(F)cc1	i	i	i	i	i	i	i	42	i	-0.1	i
34	Nc1c(C(=O)NCc2ccco2)c2nc3ccccc3nc2n1CCc1ccccc1F	i	i	i	-7.5*	i	i	i	7	i	0.6	i
35	CN(Cc1nc2ccccc2c(=O)[nH]1)Cc1cc(=O)oc2ccc3ccccc3c12	i	i	i	i	i	i	i	4	i	0.0	i
36	CCC(C)NS(=O)(=O)c1ccc(NC(=O)Cc2ccc(OC)cc2)cc1 (stereo not given)	i	i	i	i	i	i	i	-42	i	-0.9	i
37	CCC(C)(C)NC(=O)C1CC(=O)N(CCc2ccc(F)cc2)C1 (stereo not given)	i	i	i	i	i	i	i	8	i	0.8	i
38	CC(=O)Oc1c(C(=O)c2nnc(C)o2)c(=O)n(Cc2ccccc2)c2ccccc12	i	i	i	i	i	i	i	20	i	0.0	i
39	O=[N+]([O-])c1ccc(C2CCCC/C2=N/O)c([N+](=O)[O-])c1 (stereo not given)	i	i	i	i	i	i	i	19	i	2.6	i
40	CCN1CCC2(CC1)N=C(c1ccc(F)cc1)C(=S)N2C(=O)c1ccc(C(C)(C)C)cc1	i	i	i	i	i	i	i	26	i	-0.2	i
41	O=C(Nc1ccc(Cl)cn1)c1ccc(COCC(F)(F)C(F)F)o1	i	i	i	i	i	i	i	6	i	0.8	i
42	CCOc1ccccc1N1CC(C(=O)Nc2ccccc2N2CCOCC2)CC1=O (stereo not given)	i	i	i	i	i	i	i	18	i	0.4	i
43	CC1CCN(S(=O)(=O)N2CCCC(C(=O)NCc3ccccc3Cl)C2)CC1 (stereo not given)	i	i	i	i	i	i	i	18	i	-0.4	i
44	CCn1c(O)c(N=NC(=O)Cc2csc(N3CCOCC3)n2)c2ccccc21	i	i	i	i	i	i	i	7	i	0.2	i
45	CCOC(=O)C1=C(C)N(C)C(C)=C(C(=O)OCC)C1c1cccnc1	i	i	i	i	i	i	i	-2	i	-0.9	i
46	O=C(COc1ccccc1F)NNC(=O)c1ccc2c(=O)n3c(nc2c1)CCC3	i	i	i	i	i	i	i	18	i	0.1	i
47	CCOC(=O)C1=C(C)NC(C)=C(C(=O)OCC)C1c1ccco1	i	i	i	i	i	i	i	-5	i	-1.1	i
48	Cc1c(C(=O)Nc2ccc(S(=O)(=O)Nc3ncccn3)cc2)oc2ccc(Cl)cc12	i	i	i	i	i	i	i	16	i	0.5	i
49	CC(=O)COc1ccc2c3c(c(=O)oc2c1C)CCCCC3	i	i	i	i	i	i	i	26	i	3.0	i
50	Cc1ccc(C2CC(=O)C(C=NCCN3CCN(C(=S)Nc4ccccc4)CC3)=C(O)C2)cc1 (stereo not given)	i	i	i	i	i	i	i	17	i	-0.1	i

Later entries
cpd	molecule	TRPC6 activator	MrgX1 agonist	MrgX1 PAM	MrgX1 antagonist	TRPC6 inhibitor	TRPC4 block	PolyA inh	AI-2 QS mod	TRPC4 agonist	HIF act	TRPC4 PAM
51	COCCCN1CC23C=CC(O2)C(C(=O)O)C3C1=O (stereo not given)	i	i	i	i	i	i	i	21	i	0.2	i
52	CN(C)S(=O)(=O)c1cccc(C(=O)NC(=S)N(CCC#N)Cc2cccnc2)c1	i	i	i	i	i	i	i	12	i	-0.4	i
53	CC(C)C(NC(=O)c1ccc(C(C)(C)C)cc1)C(=O)NCC(c1ccccc1)N(C)C (stereo not given)	i	i	i	i	i	-7*	i	4	i	0.2	i
54	Cc1ccc(C(=O)NC(=S)N2CCN(C(=O)OC(C)(C)C)CC2)cc1Br	i	i	i	i	i	i	i	11	i	-0.3	i
55	O=C(Nc1ccccn1)c1ccc2ccccc2c1O	i	i	i	i	i	i	i	7	i	1.5	i
56	[O-]/C(=C(\C(=S)NCc1ccc2c(c1)OCO2)[n+]1ccccc1)c1ccc(Cl)s1	i	i	i	i	i	/	i	1	i	-0.1	i
57	COC(=O)c1ccc(NC(=O)CSC2=NCCN2)cc1	i	i	i	i	i	i	i	8	i	2.7	i
58	Cc1ccc(/C=N/Nc2ccc(C(=O)O)cc2)s1	i	i	i	i	i	i	i	-95*	i	-5.5	i

Four compounds picked at random from those above, as already listed:
cpd	molecule	TRPC6 activator	MrgX1 agonist	MrgX1 PAM	MrgX1 antagonist	TRPC6 inhibitor	TRPC4 block	PolyA inh	AI-2 QS mod	TRPC4 agonist	HIF act	TRPC4 PAM
53	CC(C)C(NC(=O)c1ccc(C(C)(C)C)cc1)C(=O)NCC(c1ccccc1)N(C)C (stereo not given)	i	i	i	i	i	-7*	i	4	i	0.2	i
55	O=C(Nc1ccccn1)c1ccc2ccccc2c1O	i	i	i	i	i	i	i	7	i	1.5	i
56	[O-]/C(=C(\C(=S)NCc1ccc2c(c1)OCO2)[n+]1ccccc1)c1ccc(Cl)s1	i	i	i	i	i	/	i	1	i	-0.1	i
51	COCCCN1CC23C=CC(O2)C(C(=O)O)C3C1=O (stereo not given)	i	i	i	i	i	i	i	21	i	0.2	i
